# Salmonella PhoP GFP = PhoP regulon inhibitors, Salmonella typhi PhoP promoter GFP reporter, confirmatory (AID 1850). inhibition, % at 50 µM, or IC50 in µM where a hit was titrated. Salmonella Typhi PhoP-promoter GFP reporter, fluorescence, 4 h; higher % means a stronger effect. hit rate 0.33% among 310,000; in the data active means a potency from the dose series; inconclusive means inhibition mostly from about 25% at the one dose, without a potency; inactive means the rest, 99 in 100 with inhibition below about 19%;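 further: 0% = induced wells with vehicle and 100% = uninduced wells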
# VEEV TC-83 Vero = inhibitors of VEEV TC-83 cytopathic effect, confirmation, Vero cells (AID 588727); inhibition, % at 20 µM; hits with a dose series show IC50 in µM; Vero cells, VEEV TC-83 cytopathic effect inhibition; higher % means a stronger effect; hit rate 0.13% among 350,000; in the data active means a potency from the dose series; inconclusive means inhibition mostly from about 14% at the one dose, without a potency; inactive means the rest, 99 in 100 with inhibition below about 12%; further: strong numbers were not always called active
# influenza NS1A = NS1A inhibition, H1N1 influenza, cell based functional assay (AID 504329); NS1A functional cell-based assay, percent inhibition; higher % means a stronger effect; inhibition, % at 12.5 µM, or IC50 in µM where a hit was titrated; hit rate 0.3% among 340,000; in the data active means a potency from the dose series; inconclusive means inhibition above about 27% without an active follow-up result; further: strong numbers were not always called active
# H37Rv inhibition = M. tuberculosis growth inhibition, HTS (AID 449762); inhibition, % at 25 µM; hits with a dose series show IC50 in µM; hit rate 0.59% among 330,000; M. tuberculosis H37Rv growth inhibition, 7H9 media; higher % means a stronger effect; in the data active means a potency from the dose series; inconclusive means inhibition above about 70% without an active follow-up result;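 further: bacterial growth assessed after seven days of incubation; strong numbers were not always called active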
# M. tuberculosis = growth inhibition of non-replicating M. tuberculosis (AID 488890); Mycobacterium tuberculosis non-replicating, growth inhibition; higher % means a stronger effect; inhibition, % at 25 µM, or IC50 in µM where a hit was titrated; hit rate 0.39% among 320,000; in the data active means a potency from the dose series; inconclusive means inhibition mostly from about 82% at the one dose, without a potency; inactive means the rest, 99 in 100 with inhibition below about 76%;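 further: plate controls were DMSO cells for no effect and high antibiotic wells for full effect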
# VEEV TC-83 Vero 10K pilot screen = further read-out of VEEV TC-83 Vero, marked with its call; inhibition, %; measured here: 10K pilot screen inhibition
# * hit, by the source's call; i = inactive; ? = inconclusive; · = no result given.
# Start of the data: the first two records, to show the layout:
SMILES,Salmonella PhoP GFP,VEEV TC-83 Vero,influenza NS1A,H37Rv inhibition,M. tuberculosis,others
O=C(COc1ccc(Cl)cc1)NCCCNC(=O)c1cccnc1,7%,i,-5%,2%,14%,
CC(C)(C)OC(=O)N/N=C/c1cccn1-c1ccc([N+](=O)[O-])cc1,5%,10%,8%,-3%,3%,

# Main list, from the start:
SMILES,Salmonella PhoP GFP,VEEV TC-83 Vero,influenza NS1A,H37Rv inhibition,M. tuberculosis,others
O=C(COc1ccc(Cl)cc1)NCCCNC(=O)c1cccnc1,7%,i,-5%,2%,14%,
CC(C)(C)OC(=O)N/N=C/c1cccn1-c1ccc([N+](=O)[O-])cc1,5%,10%,8%,-3%,3%,
COc1ccccc1C(=O)Nc1nc2cc3c(cc2s1)OCCO3,-3%,6.3%,-9%,-2%,-6%,
CCCCc1nc2cc(C(=O)N3CCN(c4cnccn4)CC3)ccc2o1,9%,0.6%,-8%,6%,-3%,
CCN(CCNC(=O)CN1CCN(Cc2ccc(Cl)cc2)C1=O)c1ccccc1,-10%,5.2%,4%,10%,38%,
COc1ccc(-c2nnc(SCCc3ccccc3)n2N)cc1,10%,i,-16%,-1%,19%,
Cc1ncoc1C(=O)NCCC(c1ccccc1)c1ccccc1,2%,0.7%,-1%,4%,15%,
CCCCC(=O)NC(=S)NNC(=O)CC,70µM*,1.0%,5%,1%,2%,
COc1ccccc1NS(=O)(=O)c1cc(C(=O)N2CCN(C/C=C/c3ccccc3)CC2)ccc1C,-9%,6.3%,-1%,-6%,22%,
CC(=O)Nc1cccc(C(=O)OCC(=O)Nc2ccc(Cl)cn2)c1,-1%,0.5%,-2%,3%,-2%,
Cn1c(=O)c2ccccc2n(CC(=O)NC2CCCCC2)c1=O,-4%,0.1%,8%,-6%,-6%,
O=[N+]([O-])c1cc(C(F)(F)F)ccc1NC1CCN(Cc2ccccc2)C1 (stereo not drawn),-14%,1.8%,21%,-4%,52%,
O=C(O/N=C1\CCCc2ccccc21)c1ccc(F)cc1,14%,2.8%,-2%,-9%,52%,
CCOc1ccc(NS(=O)(=O)c2ccc3[nH]cc(C(=O)NCCOC)c(=O)c3c2)cc1,-4%,3.7%,4%,-7%,13%,VEEV TC-83 Vero 10K pilot screen=0.9
O=C(CSc1nc2[nH]ncc2c(=O)n1-c1ccccc1Br)NCc1ccco1,-13%,1.9%,20%,2%,28%,
COc1cc(OC)c(/C=N/NC(=O)c2ccncc2)cc1Br,4%,3.7%,·,?,80%,
N#Cc1c(/N=C/c2ccc(Br)s2)sc2c1CCC2,·,8.2%,1%,·,·,
NS(=O)(=O)c1ccc(CCNC(=O)c2ccc(Br)s2)cc1,8%,0.5%,-1%,8%,4%,
O=C(COC(=O)c1ccc(Cl)c(S(=O)(=O)N2CCOCC2)c1)NCc1ccco1,-1%,2.9%,-4%,-2%,-2%,
Cc1ccc2oc(C(=O)Nc3ccc(S(=O)(=O)Nc4ncccn4)cc3)c(C)c2c1,-9%,i,-4%,-4%,10%,
CSc1cccc(NC(=O)CCn2c(=O)c3cccn3c3cccnc32)c1,-1%,5.6%,6%,8%,-5%,
COc1cc(N)c2ncccc2c1Cl,·,7.8%,-2%,·,·,
CCC(=O)N1COC[C@@H]1Cc1ccccc1,1%,0.7%,2%,-1%,-15%,VEEV TC-83 Vero 10K pilot screen=0.9
COc1ccc(S(=O)(=O)NCc2ccccn2)cc1NC(=O)c1ccccc1F,9%,1.2%,10%,-6%,-4%,
CC(=O)NC(C)c1cc(Cl)c2cccnc2c1O (stereo not drawn),·,9.6%,25%,?,-15%,
COc1ccc(NC(=O)Nc2ccc(N3CCCC3=O)cc2)cc1OC,3%,0.2%,3%,3%,-4%,
C/C(=N\NC(=O)Cc1ccc(Cl)cc1)c1ccccn1,16%,29%,5%,?,?,
C[C@H](CO)N1C[C@H](C)[C@@H](CN(C)C(=O)Nc2ccccc2)Oc2ccc(NS(=O)(=O)c3ccc(F)cc3)cc2C1=O,·,0.3%,-9%,4%,30%,
NS(=O)(=O)c1ccc(CNC(=S)NC2CCCCC2)cc1,-8%,i,13%,5%,-20%,
CCn1c(C2CCN(Cc3ccccc3)CC2)n[nH]c1=S,6%,1.1%,10%,-9%,-8%,
CCCn1c(Sc2nnnn2-c2ccccc2)n[nH]c1=O,-3%,0.1%,11%,2%,0%,
COc1ccccc1/C=C/CN1CCC(CO)(Cc2ccccc2)CC1,10%,0.5%,3%,-12%,18%,VEEV TC-83 Vero 10K pilot screen=0.1
CC1=NN(c2nc3ccccc3s2)C(O)(C(F)(F)F)C1 (stereo not drawn),6%,0.6%,5%,1%,?,
COC(=O)[C@@]1(C)[C@H]2C(=O)N(Cc3ccccc3)C(=O)[C@H]2[C@H]2CN=C(SCc3ccc(Cl)cc3)N21,·,2.0%,-5%,·,·,
COc1ccccc1CNS(=O)(=O)CCNCc1ccco1,·,i,-5%,·,·,
Cc1cc(C)nc(NC(=O)CSc2nccc(C)n2)n1,-5%,0.5%,5%,6%,17%,
CCOc1ccc(S(=O)(=O)NCc2ccccc2OC)cc1,0%,0.4%,-6%,-1%,13%,
Cc1ccc(S(=O)(=O)N2CCOCC2)cc1NC(=O)CSCc1c(C)noc1C,·,2.4%,-8%,2%,11%,
Nc1c(N2CCCC2)cc(Cl)c2nonc12,4%,0.3%,4%,-20%,27%,
Cc1cccc(NC(=O)c2nc[nH]c2C(=O)N[C@@H](CC(C)C)C(=O)OCc2ccccc2)c1,-10%,1.0%,-10%,37%,29%,
CC(C)COc1ccc(S(=O)(=O)NNC(=O)c2cc3ccccc3o2)cc1,-1%,i,-2%,16%,22%,
CCOc1ccccc1CNCCc1ccc2c(c1)OCO2,-7%,i,-6%,5%,8%,
COC(=O)c1cccc(NS(=O)(=O)c2ccc(OC)c(OC)c2)c1C,4%,i,2%,-9%,-1%,
O=C(CSc1nc2c(c(=O)n1-c1ccc(Cl)cc1)SCC2)NCC1CCCO1 (stereo not drawn),6%,8.2%,-26%,2%,3%,
C#CCOCCOCCOCCNc1nc(N2CCN(C(=O)CCCCCCCCCCNC(=O)[C@H](CO)n3cc(CCCSC)nn3)CC2)nc(N2CCN(C(=O)CCCCCCCCCCNC(=O)[C@H](CCCCN)n3cc(CCO)nn3)CC2)n1,·,1.5%,15%,7%,45%,
COc1cccc(C(=O)CSc2nnc(-c3cc(OC)cc(OC)c3)o2)c1,-10%,1.4%,0%,0%,10%,
CC(c1ccccc1)C1CC(=O)N(c2ccc(C(=O)O)cc2)C1=O (stereo not drawn),1%,0.4%,4%,1%,4%,
Cc1ccc(-c2nc3cnccn3c2Nc2ccccc2)o1,-6%,i,10%,-2%,?,
Fc1ccc(CNCc2ccccc2Cl)cc1,11%,0.9%,-5%,4%,1%,
Cc1ccc(-n2c(N)cc(=O)nc2SCC(=O)N2CCN(c3ccccc3)CC2)cc1,-3%,1.1%,1%,2%,33%,
CC(Sc1nnc(-c2cccnc2)n1-c1ccccc1)C(=O)NCc1ccc2c(c1)OCO2 (stereo not drawn),0%,0.4%,-5%,-3%,11%,
O=C(/C=C/c1cccs1)N1CCC2(CC1)Oc1ccc(Cl)cc1C(=O)C21CC(c2cccnc2)=NO1 (stereo not drawn),4%,3.9%,9%,?,16%,
COc1ccc(NC(=O)CSc2nc(N)c3cc4c(nc3n2)CC(C)(C)OC4)cc1,4%,i,-4%,4%,4%,
CCOC(OCC)c1cn(Cc2ccc3c(c2)C(=O)c2ccccc2C3=O)nn1,-33%,·,·,2%,70%,
CC(=O)Nc1ccccc1NC(=O)c1cc(C)cc(C)c1,-6%,1.9%,0%,2%,-8%,
COc1ccccc1-c1nnc(SCC(=O)NC2CCCCC2)n1N,·,5.2%,-5%,0%,17%,
CN(C)CCC(=O)NCC1OCCc2ccccc21 (stereo not drawn),13%,0.1%,-3%,3%,-4%,
Cc1cc(C)c(NC(=O)c2ccoc2C)c(C)c1,-5%,i,-3%,6%,15%,
COC(=O)c1cc(NC(=O)c2cccc([N+](=O)[O-])c2C)ccc1Cl,-2%,6.0%,4%,3%,24%,
Cc1ccc(S(=O)(=O)NCCNC(=O)c2ccccc2)cc1,4%,i,4%,1%,-2%,

# New compounds follow:
SMILES,Salmonella PhoP GFP,VEEV TC-83 Vero,influenza NS1A,H37Rv inhibition,M. tuberculosis,others
CCOc1ccccc1OCCCCOc1ccccc1F,-6%,0.5%,-17%,10%,66%,
CC(=O)Nc1ccc(NC(=O)c2ccc(COc3ccc(C)cc3)o2)cc1,2%,0.8%,2%,7%,73%,
COc1ccc(Nc2nc(NN)nc(Nc3ccc(OC)cc3)n2)cc1,-3%,7.9%,-7%,?,-3%,
CCN(CC)CCNC(=O)c1ccc(NC(=O)/C=C/c2cc(OC)c(OC)c(OC)c2)cc1,-3%,1.9%,-3%,1%,8%,
O=C1c2ccccc2C(=O)N1CCn1c(=O)oc2ccccc21,-7%,1.1%,-4%,-4%,-6%,
CCOC(=O)C1=Nc2ccccc2C1=[N+]=[N-],21%,0.8%,0%,?,?,
O=C(Nc1ccnn1C1CCN(C/C=C/c2ccccc2)CC1)c1ccccc1,-1%,1.8%,-3%,3%,29%,
CCOc1ccc(S(=O)(=O)NCCC(=O)Nc2ncccc2C)cc1,7%,0.3%,-2%,-7%,-8%,
Cc1cc(C)nc(N(C#N)CCOc2ccccc2)n1,-3%,i,-22%,-18%,1%,
COc1ccc(/C=C2\SC(=S)N(CCC(=O)Nc3cccc(C(=O)O)c3)C2=O)cc1,-2%,i,8%,5%,8%,
O=C(CSc1nnc(C2CC2)n1-c1ccccc1)NCCc1ccc(F)cc1,7%,0.2%,2%,-11%,-2%,
Cn1cc(CCNC(=O)CCc2nnc(CCCCc3ccccc3)o2)cn1,-3%,0.8%,-1%,2%,-4%,
COc1ccc(C(=O)Nc2ccc(S(=O)(=O)NC(C)C)cc2)cc1,3%,i,-8%,-1%,-17%,
O=C(Cn1nnc(-c2ccc(CN3CCOCC3)cc2)n1)N1CCCc2ccccc21,-14%,0.5%,-4%,-6%,0%,VEEV TC-83 Vero 10K pilot screen=0.4
CCCC(=O)Nc1ccc(S(=O)(=O)Nc2cc(OC)nc(OC)n2)cc1,2%,1.0%,-4%,-3%,-9%,
CCCCN(CC)C(=O)c1cc2cc3ccc(OC)cc3nc2o1,-1%,6.7%,-16%,65%,77%,
N#Cc1c(SCC(=O)Nc2ccccc2C(F)(F)F)sc2c(O)cc(=O)[nH]c12,2%,1.2%,-3%,1%,12%,
Cc1c(C(c2cccc(O)c2)c2c(C)n(C)n(-c3ccccc3)c2=O)c(=O)n(-c2ccccc2)n1C,-6%,i,-5%,-4%,-1%,
Cc1cc(C)nc(NS(=O)(=O)c2ccc(NC(=O)CSc3nc(-c4ccccc4)c(C#N)c(=O)[nH]3)cc2)n1,5%,1.1%,10%,-13%,-7%,
Cc1ccc(C(=O)NCCc2csc(-c3cccnc3)n2)cc1,-6%,3.1%,0%,-1%,14%,

# An excerpt from above in order of molar mass, lowest first:
SMILES,Salmonella PhoP GFP,VEEV TC-83 Vero,influenza NS1A,H37Rv inhibition,M. tuberculosis,others
CCOC(=O)C1=Nc2ccccc2C1=[N+]=[N-],21%,0.8%,0%,?,?,
CCOc1ccc(S(=O)(=O)NCCC(=O)Nc2ncccc2C)cc1,7%,0.3%,-2%,-7%,-8%,
CC(=O)Nc1ccc(NC(=O)c2ccc(COc3ccc(C)cc3)o2)cc1,2%,0.8%,2%,7%,73%,
O=C(CSc1nnc(C2CC2)n1-c1ccccc1)NCCc1ccc(F)cc1,7%,0.2%,2%,-11%,-2%,
O=C(Cn1nnc(-c2ccc(CN3CCOCC3)cc2)n1)N1CCCc2ccccc21,-14%,0.5%,-4%,-6%,0%,VEEV TC-83 Vero 10K pilot screen=0.4

# The list continues:
SMILES,Salmonella PhoP GFP,VEEV TC-83 Vero,influenza NS1A,H37Rv inhibition,M. tuberculosis,others
O=C(NCC(=O)N(c1cccnc1)C(C(=O)NC1CCCC1)c1ccc(F)cc1)c1ccco1 (stereo not drawn),4%,·,·,2%,3%,
COC(=O)[C@H](CCSC)NC(=O)c1cccnc1SC,6%,2.3%,-1%,-6%,-17%,
COC(=O)c1c(NC(=O)c2ccccc2)sc2c1CC(C)(C)OC2,-10%,0.6%,15%,-2%,-12%,
O=C(Nc1nnc(-c2ccc(Cl)cc2)o1)C1CCCCC1,-7%,0.0%,-6%,67%,·,
Cn1ccsc1=NC(=O)c1cc(S(=O)(=O)N2CCOCC2)ccc1Cl,-3%,4.9%,-6%,-2%,-9%,
COc1ccc(C(=O)Nc2c(Cl)cc(Cl)cc2C(=O)NCCN2CCOCC2)cc1,0%,i,3%,-19%,-1%,
